Screens: PubChem BioAssay, several laboratories
MsrA inh – inhibitors of bovine MsrA. purified bovine MsrA, absorbance read-out. inhibition, % at 15.5 µM. 360,000 compounds, 0.75% hits. AID 651718; in the data active = inhibition above about 4.5%;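 also: 0% = vehicle wells with enzyme and 100% = reference inhibitor wells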
Rin1 Abl inh – inhibitors of human Rin1-Abl protein interaction; P00519+Q13671; 360,000 compounds, 0.4% hits; TR-FRET Rin1/Abl binding, biochemical; inhibition, % at 7.35 µM; in the data active = inhibition above about 5%, passing the limit was not always enough
MT1-MMP act inh – MT1-MMP (human) activation inhibition; P50281; 360,000 compounds, 0.061% hits; AID 651647; HT1080 RFP-PRO-GFP cells, GFP/RFP ratio fluorescence, overnight; percent of plate control window, DMSO zero; GFP/RFP ratio change, % at 20 µM;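 active = GFP/RFP ratio change of at least 30% with cell ATP level not reduced by more than half and red fluorescence within 50% of control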; also: strong numbers were not always called active
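Assay system: HT1080 RFP-PRO-GFP cells. Benchmarks: DMSO vehicle wells and RFP-L50D-GFP reporter cell wells. Times: overnight cell settling, then overnight compound exposure, 37 °C, 5% CO2. Compound: 20 µM single dose, 1% DMSO. Read-out basis: GFP/RFP fluorescence ratio.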
MsrA act – bovine methionine sulfoxide reductase A activation | activation, % at 10.6 µM | AID 602163 | 360,000 compounds, 0.3% hits | purified bovine MsrA, absorbance read-out; in the data active = activation above about 7.5%;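 also: 0% = vehicle and 100% = reference activator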
eLon inh – inhibits E. coli Lon protease | P0A9M0 | 360,000 compounds, 0.42% hits | purified E. coli Lon protease, fluorescence polarization | inhibition, % at 7.94 µM; in the data active = inhibition above about 13%, passing the limit was not always enough;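 also: 0% = enzyme with probe and DMSO and 100% = no enzyme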
CSN inh – blocks human CSN-mediated cullin deneddylation; Q92905; Purified CSN, SCF-Nedd8-OG deneddylation, fluorescence polarization; inhibition, % at 12.5 µM; 360,000 compounds, 0.38% hits; AID 651999;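 active = pattern-corrected inhibition above about 35%, with an unprinted fluorescence ratio check between 0.5 and 1.5, limit read from the data, passing the limit was not always enough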;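 also: 0% = enzyme with substrate and 100% = substrate without enzyme; some results filed as inactive read as strong as hits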
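Assay system: purified human Csn5 enzyme expressed in HEK293T cells; Input: 0.24 nM Csn5 enzyme, final concentration; Reagent: 10 nM SCFSkp2-Nedd8OG; Compound dosing: 12.5 µM single point; Times: reaction 90 min, room temperature; Technique: fluorescence polarization readout.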
MLLE-PAM2 inh – inhibitors of microRNA-mediated deadenylation, human PABP1 MLLE binding; GST-MLLE / FITC-PAM2 fluorescence polarization; inhibition, % at 20 µM; AID 588489; 360,000 compounds, 0.36% hits; P11940; in the data active = inhibition above about 35%, passing the limit was not always enough;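 also: plate controls were DMSO wells with GST-MLLE for no effect and wells lacking GST-MLLE protein for full effect; some results filed as inactive read as strong as hits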
Rpn11 inh – blocks the human proteasome subunit Rpn11 | 360,000 compounds, 0.59% hits | calls only at 20 µM | O00487 | AID 588493 | human 26S proteasome, Ub4-pepOG fluorescence polarization; 20S core pre-blocked with epoxomicin;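 active = inhibition at 20 µM, scaled to each plate's controls, above about 33%, limit read from the data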
FAS TE block – inhibitors of human fatty acid synthase thioesterase domain | inhibition, % at 15 µM | AID 602261 | 360,000 compounds, 0.67% hits | recombinant FAS-TE, OMFH fluorogenic substrate, fluorescence endpoint;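 active = compounds whose normalised, plate-corrected inhibition of enzyme fluorescence in the single-dose primary screen is 50% or more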;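 also: 0% = DMSO with enzyme and 100% = substrate without enzyme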
The depositor's hits bear a star.

For NC(=O)CSc1nnc(Cn2c(=O)sc3ccccc32)n1-c1ccccc1 the results were MsrA inh -0.3, Rin1 Abl inh 1, MT1-MMP act inh -3, MsrA act -2, eLon inh -4, CSN inh -10, MLLE-PAM2 inh 7, Rpn11 inh inactive and FAS TE block -2.
For COc1ccc(C(=O)OCC(=O)N2CCCCC2)cc1[N+](=O)[O-] the results were MsrA inh 1.2, Rin1 Abl inh 0, MT1-MMP act inh 1, MsrA act -2, eLon inh 0, CSN inh 1, MLLE-PAM2 inh -3, Rpn11 inh inactive and FAS TE block 5.
`CCN(CC)c1ccc(-c2nc3cnccc3n2C)cc1` gave MsrA inh 5.4*, Rin1 Abl inh -4, MT1-MMP act inh 6, MsrA act -6, eLon inh 6, CSN inh 0, MLLE-PAM2 inh 2, Rpn11 inh inactive and FAS TE block -2.
Cc1sc(NC(=O)C2=COCCO2)c(C(N)=O)c1C was read as MsrA inh 3.1, Rin1 Abl inh 1, MT1-MMP act inh 2, MsrA act -10, eLon inh -1, CSN inh -3, MLLE-PAM2 inh -8, Rpn11 inh inactive and FAS TE block -3.
CC(=O)CSc1ccc(S(=O)(=O)N2CCN(C)CC2)cn1 was read as MsrA inh 0.7, Rin1 Abl inh -2, MT1-MMP act inh 3, MsrA act -1, eLon inh 2, CSN inh 5, MLLE-PAM2 inh 21, Rpn11 inh inactive and FAS TE block -10.
CN1CCc2c1nc1ccccc1c2N (tested in a mixture with another compound) was read as MsrA inh 2.1, Rin1 Abl inh -2, MT1-MMP act inh -3, MsrA act 1, eLon inh -16, CSN inh 4, MLLE-PAM2 inh 9, Rpn11 inh inactive and FAS TE block -6.
CCOC(=O)C1(Cc2cccc(F)c2)CCN(Cc2cnn(CC)c2)CC1 was read as MsrA inh -0.1, Rin1 Abl inh 3, MT1-MMP act inh 1, MsrA act 0, eLon inh 4, CSN inh 0, MLLE-PAM2 inh 4, Rpn11 inh inactive and FAS TE block -3.
`CCOc1ccc(OCC)c(NC(=O)c2nnn(CC(=O)Nc3cc(C)cc(C)c3)c2N)c1` gave MsrA inh -1.4, Rin1 Abl inh 2, MT1-MMP act inh -3, MsrA act 0, eLon inh -5, CSN inh 2, MLLE-PAM2 inh 8, Rpn11 inh inactive and FAS TE block 1.
Screening CCSc1ccc(C(=O)Nc2cccc(C)n2)cc1[N+](=O)[O-] returned MsrA inh -1.4, Rin1 Abl inh 1, MT1-MMP act inh 4, MsrA act 1, eLon inh -2, CSN inh 3, MLLE-PAM2 inh 5, Rpn11 inh inactive and FAS TE block -7.
`COc1ccc(C=CC(=O)c2cc(O)ccc2O)cc1` gave MsrA inh 1.4, Rin1 Abl inh 0, MT1-MMP act inh 1, MsrA act -2, eLon inh -5, CSN inh 4, MLLE-PAM2 inh 23, Rpn11 inh inactive and FAS TE block -1.
Screening COc1ccc(CCNC(=O)COC(=O)c2cc(OC)c(OC)cc2OC)cc1OC returned MsrA inh -0.1, Rin1 Abl inh 0, MT1-MMP act inh -4, MsrA act -4, eLon inh 1, CSN inh 8, MLLE-PAM2 inh -5, Rpn11 inh inactive and FAS TE block -9.
`Cc1ccc(C(=O)OCC(=O)N2CCOCC2)c(C)c1` gave MsrA inh 0.9, Rin1 Abl inh 2, MT1-MMP act inh -1, MsrA act -2, eLon inh -1, CSN inh 5, MLLE-PAM2 inh 11, Rpn11 inh inactive and FAS TE block -5.
For CCc1ccc(NC(=O)C/C(C)=N/NC(=O)COc2ccc(C)cc2Br)cc1 the results were MsrA inh -0.7, Rin1 Abl inh 3, MT1-MMP act inh -1, MsrA act -3, eLon inh -3, CSN inh -7, MLLE-PAM2 inh 12, Rpn11 inh inactive and FAS TE block 18.
For COC(=O)c1cc(Nc2cc(C)c3c(O)cccc3n2)cc(C(=O)OC)c1 the results were MsrA inh 1.0, Rin1 Abl inh 1, MT1-MMP act inh -7, MsrA act -1, eLon inh -3, CSN inh 2, MLLE-PAM2 inh -1, Rpn11 inh inactive and FAS TE block 5.
O=C(O)/C=C/C(=O)NCCc1ccccc1 was read as MsrA inh 0.3, Rin1 Abl inh 2, MT1-MMP act inh -4, MsrA act -2, eLon inh 3, CSN inh 9, MLLE-PAM2 inh 10, Rpn11 inh inactive and FAS TE block -10.
O=C(N/N=C/c1ccccn1)c1cc(C2CC2)[nH]n1 was read as MsrA inh -0.1, Rin1 Abl inh 1, MT1-MMP act inh 5, MsrA act -2, eLon inh -7, CSN inh 1, MLLE-PAM2 inh 3, Rpn11 inh inactive and FAS TE block -6.
Screening Cc1c(CCC(=O)NCC(=O)NCC(=O)O)c(=O)oc2cc3oc4c(c3cc12)CCCC4 returned MsrA inh 1.7, Rin1 Abl inh 0, MT1-MMP act inh 6, MsrA act -2, eLon inh 0, CSN inh 2, MLLE-PAM2 inh 2, Rpn11 inh inactive and FAS TE block 0.
COc1cccc(CNC(=O)c2csc3c2CCCC3)c1 was read as MsrA inh 0.7, Rin1 Abl inh 1, MT1-MMP act inh 4, MsrA act -14, eLon inh -25, CSN inh 2, MLLE-PAM2 inh 6, Rpn11 inh inactive and FAS TE block 5.
COc1ccc(S(=O)(=O)N2CCc3ccccc32)cc1C(=O)OCc1nnc(-c2ccccc2)o1 was read as MsrA inh 0.6, Rin1 Abl inh 6, MT1-MMP act inh -1, MsrA act -13, eLon inh -7, CSN inh 4, MLLE-PAM2 inh -11, Rpn11 inh inactive and FAS TE block 14.
`COC(=O)c1c(NC(=O)c2ccccc2)sc(C(N)=O)c1C` gave MsrA inh -1.2, Rin1 Abl inh -20, MT1-MMP act inh -2, MsrA act -1, eLon inh 0, CSN inh 9, MLLE-PAM2 inh -14, Rpn11 inh inactive and FAS TE block -4.
`CC(=O)Nc1ccc(NC(=O)COc2ncnc3ccccc23)cc1` gave MsrA inh -0.8, Rin1 Abl inh 0, MT1-MMP act inh -1, MsrA act -1, eLon inh -3, CSN inh 8, MLLE-PAM2 inh -8, Rpn11 inh inactive and FAS TE block -3.
For COc1cccc(NC(=O)CN(C)C(=O)c2cc(S(=O)(=O)NCc3ccccc3)ccc2C)c1 the results were MsrA inh 0.1, Rin1 Abl inh 1, MT1-MMP act inh 0, MsrA act -1, eLon inh -3, CSN inh -5, MLLE-PAM2 inh 3, Rpn11 inh inactive and FAS TE block -2.
`Cn1c2c(c(=O)n(C)c1=O)[C@@H]1c3c(ccc4ccccc34)OC[C@@H]1CO2` gave MsrA inh -0.1, Rin1 Abl inh -1, MT1-MMP act inh 7, MsrA act -2, eLon inh -6, CSN inh 0, MLLE-PAM2 inh -5, Rpn11 inh inactive and FAS TE block -8.
NC(=O)CSc1nc2cc3c(cc2c(=O)n1CCCC(=O)NCc1ccc2c(c1)OCO2)OCO3 was read as MsrA inh 0.3, Rin1 Abl inh -3, MT1-MMP act inh -15, MsrA act -4, eLon inh -3, CSN inh 2, MLLE-PAM2 inh -27, Rpn11 inh inactive and FAS TE block -3.
COc1ccccc1NCC(=O)N/N=C/c1cccnc1 was read as MsrA inh 0.8, Rin1 Abl inh -8, MT1-MMP act inh 1, MsrA act -1, eLon inh 0, CSN inh -2, MLLE-PAM2 inh 0, Rpn11 inh inactive and FAS TE block -2.
`CC(C)(C)NC(=O)c1cc(F)c(F)cc1Cl` gave MsrA inh 0.2, Rin1 Abl inh 2, MT1-MMP act inh -6, MsrA act -8, eLon inh -2, CSN inh -3, MLLE-PAM2 inh -3, Rpn11 inh inactive and FAS TE block -9.
COc1ccc(NC(=O)COC(=O)/C=C/c2ccc(OC)c(S(=O)(=O)N3CCOCC3)c2)cc1 was read as MsrA inh 0.3, Rin1 Abl inh -3, MT1-MMP act inh 2, MsrA act -3, eLon inh 10, CSN inh 1, MLLE-PAM2 inh -14, Rpn11 inh inactive and FAS TE block -7.
C/C(=N\Nc1cccc(C(F)(F)F)c1)c1ccc(O)cc1 was read as MsrA inh 1.9, Rin1 Abl inh -2, MT1-MMP act inh 3, MsrA act -1, eLon inh 4, CSN inh 9, MLLE-PAM2 inh 12, Rpn11 inh inactive and FAS TE block 12.
`CC1Oc2ccccc2N(CC(=O)N2CCCc3ccccc32)C1=O` (centres undefined) gave MsrA inh -0.8, Rin1 Abl inh -1, MT1-MMP act inh 0, MsrA act -2, eLon inh 5, CSN inh 1, MLLE-PAM2 inh -9, Rpn11 inh inactive and FAS TE block 0.
Screening Cc1ccc(C(=O)N/N=C/c2ccc(OC(=O)c3ccccc3Cl)cc2)cn1 returned MsrA inh 0.2, Rin1 Abl inh 5, MT1-MMP act inh 2, MsrA act -6, eLon inh 0, CSN inh -2, MLLE-PAM2 inh -6, Rpn11 inh inactive and FAS TE block -1.
Screening CCN(CC)CCn1c2ccccc2c2cnc(N=CN(C)C)c(C#N)c21 returned MsrA inh 3.3, Rin1 Abl inh -5, MT1-MMP act inh 2, MsrA act -3, eLon inh 2, CSN inh 0, MLLE-PAM2 inh 0, Rpn11 inh inactive and FAS TE block -2.

Quoted at random: 5 compounds from above
Screening Cc1ccc(C(=O)N/N=C/c2ccc(OC(=O)c3ccccc3Cl)cc2)cn1 returned MsrA inh 0.2, Rin1 Abl inh 5, MT1-MMP act inh 2, MsrA act -6, eLon inh 0, CSN inh -2, MLLE-PAM2 inh -6, Rpn11 inh inactive and FAS TE block -1.
Screening CCN(CC)CCn1c2ccccc2c2cnc(N=CN(C)C)c(C#N)c21 returned MsrA inh 3.3, Rin1 Abl inh -5, MT1-MMP act inh 2, MsrA act -3, eLon inh 2, CSN inh 0, MLLE-PAM2 inh 0, Rpn11 inh inactive and FAS TE block -2.
COc1ccc(NC(=O)COC(=O)/C=C/c2ccc(OC)c(S(=O)(=O)N3CCOCC3)c2)cc1 was read as MsrA inh 0.3, Rin1 Abl inh -3, MT1-MMP act inh 2, MsrA act -3, eLon inh 10, CSN inh 1, MLLE-PAM2 inh -14, Rpn11 inh inactive and FAS TE block -7.
`CC1Oc2ccccc2N(CC(=O)N2CCCc3ccccc32)C1=O` (centres undefined) gave MsrA inh -0.8, Rin1 Abl inh -1, MT1-MMP act inh 0, MsrA act -2, eLon inh 5, CSN inh 1, MLLE-PAM2 inh -9, Rpn11 inh inactive and FAS TE block 0.
For COc1cccc(NC(=O)CN(C)C(=O)c2cc(S(=O)(=O)NCc3ccccc3)ccc2C)c1 the results were MsrA inh 0.1, Rin1 Abl inh 1, MT1-MMP act inh 0, MsrA act -1, eLon inh -3, CSN inh -5, MLLE-PAM2 inh 3, Rpn11 inh inactive and FAS TE block -2.
